# High-throughput results from PubChem BioAssay.
# HIV fusion peptide: inhibitors of HIV fusion peptide binding, primary screen, biochemical, uHTS, fluorescence dequenching (AID 1986). cell-free peptide binding, fluorescence dequenching, 30 min; higher % means a stronger effect. inhibition, % at 20 µM; hits with a dose series show IC50 in µM. hit rate 0.3% among 290,000; in the data active = inhibition mostly above about 52%, no sharp cut-off; inactive = mostly below about 76%; note: some results filed as inactive read as strong as hits
# SV40 large T antigen: SV40 large T antigen inhibitors, biochemical (AID 1903); SV40 large T antigen ATPase/helicase inhibition assay; higher % means a stronger effect; one-dose inhibition, % at 20 µM; IC50 in µM for titrated hits; hit rate 0.39% among 310,000; in the data active = a potency from the dose series; inconclusive = inhibition mostly from about 32% at the one dose, without a potency; inactive = the rest, 99 in 100 with inhibition below about 32%; note: strong numbers were not always called active
# NS5 inhibitors: Dengue-2 NS5 methyltransferase inhibitors, primary screen, biochemical, confirmation dose response (AID 588689) | Dengue-2 NS5 methyltransferase capping enzyme assay, biochemical; higher % means a stronger effect | one-dose inhibition, % at 25 µM; IC50 in µM for titrated hits | hit rate 0.3% among 340,000; in the data active = a potency from the dose series; inconclusive = inhibition above about 29% without an active follow-up result
# PhoP inhibition: inhibitors of PhoP regulon expression, primary screen, Salmonella Typhimurium, GFP reporter (AID 1863). S. Typhimurium PhoP-regulated promoter GFP reporter, 4 h; higher % means a stronger effect. inhibition, % at 50 µM, or IC50 in µM where a hit was titrated. hit rate 0.16% among 300,000;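 active = inhibition over 29.93%, a cutoff 3 SD above the screen mean, later confirmed by dose response; inconclusive = inhibition over 29.93% but no dose response follow-up; inactive = inhibition at most 29.93% or unconfirmed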;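 note: 0% = low Mg2+ inducing control and 100% = high Mg2+ repressing control; strong numbers were not always called active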
# GPR55 LPI antagonism: GPR55 antagonists blocking LPI-driven arrestin recruitment, primary screen, imaging, U2OS, beta-arrestin-GFP, LPI agonist (AID 2013). U2OS GPR55 beta-arrestin-GFP translocation imaging, LPI antagonism; higher % means a stronger effect. G-protein coupled receptor 55 (Homo sapiens). hit rate 0.13% among 290,000. inhibition, % at 10 µM; hits with a dose series show IC50 in µM;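 active = spots per cell inhibited over 60%, with over 100 cells counted and total cytoplasm intensity under 500,000; inconclusive = wells with under 100 cells, flagged as likely toxic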;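 note: U2OS cells stably carrying GPR55 and arrestin-GFP stimulated by 5 µM LPI near EC80; imaged beta-arrestin-GFP aggregate spots per cell after agonist stimulation; plate controls were LPI-stimulated DMSO wells for no effect and DMSO wells without LPI for full effect; some results filed as inactive read as strong as hits; confirmed hits need IC50 under 10 µM and bright autofluorescent wells are also inconclusive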
# GPR35 antagonists: GPR35 antagonists blocking zaprinast-driven arrestin recruitment, primary screen, imaging, U2OS, beta-arrestin-GFP, zaprinast agonist (AID 2058); U2OS GPR35 beta-arrestin-GFP translocation imaging, zaprinast antagonism; higher % means a stronger effect; one-dose inhibition, % at 10 µM; IC50 in µM for titrated hits; hit rate 0.052% among 290,000;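 active = inhibition of at least 50% with at least 30 cells and total cytoplasm GFP at most 10,000,000; inconclusive = under 30 cells or total GFP of 10,000,000 plus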
# K1F lysis inhibition: inhibition of K1F phage lysis, E. coli UTI89, bacterial capsule biogenesis inhibitors, alamar blue (AID 488966); one-dose inhibition, % at 100 µM; IC50 in µM for titrated hits; hit rate 0.02% among 340,000; E. coli UTI89 K1F phage lysis, alamar blue, 2 h; higher % means a stronger effect;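 active = phage lysis inhibition, versus mean bacterial control, above a set limit; inconclusive = no clear call, values can overlap the other calls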;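 note: capsule biogenesis inhibitors block K1F phage lysis so surviving cells raise fluorescence; higher fluorescence means more inhibition of phage lysis; actives were called in the ten point dose series up to 300 µM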
# MgcRacGAP inhibition: MgcRacGAP GTPase-activating activity inhibitors, confirmation, biochemical, ADP Hunter fluorescence | MgcRacGAP-stimulated Rac1 GTP hydrolysis, ADP Hunter fluorescence; higher % means a stronger effect; GST-tagged Rac1 F28L mutant substrate | inhibition, % at 30 µM, or IC50 in µM where a hit was titrated | hit rate 0.6% among 340,000;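 active = first-screen hits whose inhibition reached a set limit at any dose in the follow-up dose series; inconclusive = inhibition above the set first-screen limit but never retested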;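 note: fluorescence reports GDP produced by GAP-driven GTP hydrolysis; strong numbers were not always called active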
# RSV antiviral HEp-2: RSV antiviral activity via CPE protection, HEp-2 cells, primary 10 µM value included (AID 2391) | HEp-2 cells, RSV-induced CPE inhibition; higher % means a stronger effect | CPE inhibition, % at 10 µM; hits with a dose series show IC50 in µM | hit rate 0.13% among 310,000; in the data active = a potency from the dose series; inconclusive = CPE inhibition mostly from about 23% at the one dose, without a potency; inactive = the rest, 99 in 100 with CPE inhibition below about 21%; note: strong numbers were not always called active
# NS5 inhibitors pilot replicate: second read-out of NS5 inhibitors, no call of its own (marks repeat the call); inhibition, %; measured here: pilot screen replicate inhibition
# Numbers without * were called inactive; ? = inconclusive; . = not tested or not shown; [ ] = dose if it differs, or a comment.
SMILES,HIV fusion peptide,SV40 large T antigen,NS5 inhibitors,PhoP inhibition,GPR55 LPI antagonism,GPR35 antagonists,K1F lysis inhibition,MgcRacGAP inhibition,RSV antiviral HEp-2,others
Cc1noc(C)c1C(=O)OCC(=O)NC(c1ccccc1)c1ccccc1,-0.7%,17%,-6%,-3%,.,2%,1.0%,12%,-0.3%,
CCc1ccc(OC(=O)c2cccnc2)cc1,-0.9%,3%,-6%,6%,-6%,3%,0.2%,.,0.2%,
CCC(=O)Nc1cc(=O)[nH]c2ncnn12,0.8%,2%,4%,6%,4%,8%,0.4%,8%,0.1%,
COc1ccccc1-c1nnc2n1N=C(c1ccc(O)c(O)c1)CS2,43%,?,5%,3%,-10%,1%,0.6%,?,-0.9%,NS5 inhibitors pilot replicate=-5.9
O=[N+]([O-])c1cccc(/C=N/Nc2nccnc2Cl)c1,-2.0%,0%,-6%,-4%,14%,18%,1.6%,7%,-1.4%,
CN(C)c1ccc(S(=O)(=O)N2CCCCC2)cc1NC(=O)C1=COCCO1,1.2%,17%,-1%,-3%,11%,7%,0.4%[50 µM],6%,2.2%,
COc1ccc(C(=O)CSc2cc(C)[nH]c(=O)n2)cc1,5.0%,11%,-40%,4%,-13%,12%,0.0%,23%,-1.0%,
CCCCOc1ccc(C(=O)Nc2ccc(N3CCN(C)CC3)cc2)cc1,-2.0%,6%,-6%,-1%,9%,0%,0.1%,9%,11%,
O=C(NNC1CC(=O)N(c2ccc(Br)cc2)C1=O)c1ccccn1 (centres undefined),6.8%,9%,-5%,-1%,-3%,-14%,0.1%,9%,0.6%,
C=CCn1c(NC(C)c2cc(Cl)ccc2O)nc2ccccc21 (centres undefined),-0.3%,-1%,-1%,14%,-15%,3%,0.3%,7%,5.3%,
O=C(CSCCO)Nc1cccc([N+](=O)[O-])c1,2.4%,8%,-4%,-1%,9%,-2%,-4.1%,-1%,0.9%,
C/C(=N\NC(=O)c1sccc1C)c1ccncc1,0.6%,11%,3%,1%,10%,-2%,0.1%,5%,0.1%,
CCOc1ccc(C(C)=O)cc1COC(=O)c1cnc(Cl)c(Cl)c1,0.2%,1%,-7%,5%,-7%,-13%,0.2%,6%,1.0%,
O=C(O)CCCNC(=O)OCc1ccccc1,-2.2%,-1%,0%,-6%,26%,14%,-0.4%,-5%,0.2%,
CCCC(=O)Nc1nnc(SCC)s1,-1.6%,5%,-4%,5%,10%,3%,2.7%[50 µM],2%,1.7%,
Cc1ncc([N+](=O)[O-])n1CC(=O)NC1CCCC1,0.5%,19%,-4%,6%,-10%,10%,0.1%[50 µM],3%,0.3%,
CCOc1ccc(/C(C)=N/NC(=O)c2nnn(-c3nonc3N)c2-c2cccs2)cc1,-1.5%,2%,-5%,5%,2%,-1%,-0.3%,9%,7.8%,
COc1ccccc1-n1cc(C(=O)NCC(=O)N2CCN(Cc3ccccc3)CC2)c2ccccc2c1=O,-0.9%,11%,-10%,-1%,5%,-11%,1.0%,1%,-1.9%,
Cn1c(=O)c2c(nc(Oc3ccccc3Br)n2C)n(C)c1=O,-1.6%,5%,-3%,-3%,-3%,-8%,2.8%[50 µM],6%,2.9%,
O=C(Nc1ccc(O)c(-c2nc3ccccc3s2)c1)C1=COCCO1,1.3%,15%,-1%,-13%,-3%,-2%,0.5%,6%,3.0%,
CSc1ccccc1C(=O)Nc1ccc(C)c(C)c1,-0.1%,-5%,-3%,-3%,12%,-2%,5.1%,2%,-0.8%,
CC(Cc1ccccc1)NC(=S)CN1CCCC1=S (centres undefined),1.2%,13%,-10%,-9%,11%,-8%,0.5%,7%,0.4%,
O=C1CSC(=S)N1N=C1CCCCCC1,4.3%,9%,-2%,-2%,-7%,-9%,7.8%,5%,1.9%,
COc1cccc(CNc2nc3nc(C)c(Cl)c(=O)n3[nH]2)c1,-0.2%,8%,5%,-8%,2%,-10%,0.1%,0%,-0.4%,
Cc1onc(-c2c(Cl)cccc2Cl)c1C(=O)N=C(N)N1CCOCC1,-2.3%,11%,2%,1%,-11%,13%,1.2%,12%,1.2%,
CN(CC(=O)N1CCCCC1)S(=O)(=O)c1cccc2cccnc12,-0.9%,0%,4%,-6%,16%,-9%,3.0%,4%,-0.5%,
O=[N+]([O-])c1ccc(C23CC4CC(CC(O)(C4)C2)C3)cc1,-0.8%,.,.,-10%,2%,-11%,.,.,4.7%,
Cc1ccc(-c2csc(NC(=O)c3ccc(S(=O)(=O)N4CCc5ccccc54)cc3)n2)cc1,0.7%,3%,-4%,15%,-12%,-19%,-1.6%,14%,1.3%,
Cc1cc(S(=O)(=O)NCCc2ccccc2)c(C)s1,-1.9%,-1%,-6%,5%,4%,21%,-0.1%,1%,1.4%,
CCC(C)c1ccc(NC(=O)c2[nH]c(C)c(C(C)=O)c2C)cc1 (centres undefined),2.4%,14%,1%,-2%,-6%,-24%,-1.1%,1%,?,
CCCCOc1ccccc1Cn1c(=O)oc2ccc(C)cc21,-0.4%,6%,-4%,9%,-3%,-6%,-0.1%,-3%,?,
CN(C)S(=O)(=O)c1ccc(NC(=O)COc2ncnc3sccc23)cc1,1.7%,10%,-4%,-2%,-12%,8%,0.4%,2%,2.0%,
CSCCC(NC(=O)c1cccc(S(=O)(=O)N2CCOCC2)c1)C(=O)Nc1cccc(C)c1 (centres undefined),-2.3%,1%,-6%,6%,-4%,-9%,1.4%,9%,1.6%,
COc1ccc(CCNC(=S)NC(=O)c2ccccc2)cc1OC,-3.1%,2%,-7%,8%,9%,7%,7.4%,11%,4.9%,
O=[N+]([O-])c1cccc(CN2[C@@H](Cc3ccccc3)COCCS2(=O)=O)c1,.,-3%,-3%,.,.,.,-0.1%,12%,0.5%,
CCCSc1nc(N)c2c3c(sc2n1)CN(C)CC3,5.7%,3%,-5%,7%,-1%,-4%,-0.8%,5%,-0.7%,
Cc1ccc(N(C)S(=O)(=O)c2cccc(C(=O)Nc3ccc(C)cn3)c2)cc1,.,9%,-1%,-7%,.,.,-1.6%,7%,11%,
CN(C)c1ccccc1C(=O)N1CCC(n2nccc2NC(=O)C2CC2)CC1,-2.3%,2%,-5%,7%,-3%,13%,0.2%,3%,0.3%,
NC(=O)C1CCN(c2nc(-c3ccccc3)nc3c2oc2ccccc23)CC1,-1.8%,3%,-2%,-11%,8%,10%,3.6%,0%,.,
COc1cc2[nH]c(=S)n(C3CCCC3)c(=O)c2cc1OC,-0.6%,14%,-14%,9%,22%,6%,-0.2%,2%,2.5%,NS5 inhibitors pilot replicate=0.6
O=C(O)COc1c(F)c(F)c(C(F)(F)F)c(F)c1F,-1.3%,3%,-3%,-9%,3%,-13%,0.3%,6%,1.4%,
COc1cccc(OCc2nc3c4cnn(-c5ccccc5)c4ncn3n2)c1,-0.9%,-2%,6%,-2%,15%,-2%,-0.5%,4%,0.1%,
COc1ccc(NC(=O)C2CCN(S(=O)(=O)c3ccc(N4CCCC4=O)cc3)CC2)c(OC)c1,-1.3%,7%,-7%,2%,8%,4%,-0.3%,-47%,3.7%,
CN(CC(=O)Nc1sc2c(c1C#N)CCCCC2)Cc1nc2ccccc2c(=O)[nH]1,-1.7%,16%,4%,-4%,-20%,-3%,1.2%,7%,?,
CCc1cc2ccc(OC)cc2nc1SCC(=O)NNC(C)=O,-1.3%,11%,-9%,2%,7%,34%,-0.1%,3%,0.3%,
CCn1c(C)nc2cc(S(N)(=O)=O)ccc21,-0.3%,23%,-11%,1%,9%,-4%,-0.8%,5%,0.5%,
COC(=O)/C=C1\SC(=NC(=O)c2cccc([N+](=O)[O-])c2)NC1=O,22%,15%,-3%,6%,6%,1%,0.2%,5%,2.4%,
CCOC(=O)c1nc(NNC(C)=O)sc1C,1.0%,1%,-2%,3%,-1%,-17%,0.5%,1%,-1.6%,
CCn1c(=O)c2c(nc3n2CCN3c2ccccc2)n(C)c1=O,-2.4%,24%,-3%,-3%,2%,-7%,-0.1%,3%,0.3%,
CCOC(=O)C1(Cc2cccc(OC)c2)CCN(C/C=C/c2ccc(OC)cc2)CC1,-1.0%,-1%,-4%,-3%,12%,-10%,1.5%,3%,-2.8%,

# Additional compounds follow:
SMILES,HIV fusion peptide,SV40 large T antigen,NS5 inhibitors,PhoP inhibition,GPR55 LPI antagonism,GPR35 antagonists,K1F lysis inhibition,MgcRacGAP inhibition,RSV antiviral HEp-2,others
COc1ccc(/C=c2/sc3nc(-c4ccccc4)c(-c4ccccc4)n3c2=O)cc1,1.3%,7%,24%,-24%,1%,-5%,-3.1%,5%,12%,
CC(C)NC(=S)N/N=C/c1c[nH]c2ccccc12,-0.6%,21%,2%,4%,1%,-10%,1.9%[50 µM],26%,5.5%,
N#Cc1ccc(-c2nc3ccccc3nc2-c2ccccc2)cc1C#N,-0.2%,-1%,-2%,-15%,0%,-14%,0.1%,6%,0.9%,
CC(C)CN(CC(C)C)S(=O)(=O)N1CCC(C(=O)NCc2ccc(F)cc2)CC1,-2.8%,3%,-4%,-4%,2%,8%,0.1%,7%,1.7%,
CCOC(=O)c1sc2c(c1C)c(=O)n(CCO)c(=O)n2Cc1ccccc1,1.5%,15%,-9%,-2%,-6%,6%,-0.2%,-1%,8.0%,
CC1CN(S(=O)(=O)c2ccc(C(=O)Nc3nnc(-c4ccccn4)o3)cc2)CC(C)O1 (centres undefined),5.0%,8%,-9%,7%,-15%,-5%,0.5%,8%,1.6%,
Cc1nc(Nc2ccccc2)sc1C(=O)c1ccccc1,0.6%,8%,.,-7%,4%,-6%,.,.,11%,
C/C(CCc1ccccc1)=N\NC(=O)c1ccccc1[N+](=O)[O-],-2.0%,5%,0%,-8%,10%,-13%,1.9%,5%,1.5%,
O=C(C1=C[C@H](c2ccc(Br)cc2)C[C@H](OCc2ccc(CO)cc2)O1)N1CCN(Cc2ccc3c(c2)OCO3)CC1,0.6%,8%,-1%,-3%,17%,-13%,1.0%,10%,3.8%,
CC(=O)C1=C(O)C(=O)N(c2nnn(C)n2)C1c1cccs1 (centres undefined),-0.9%,9%,-5%,4%,0%,4%,-2.3%,-2%,1.4%,
